Screening data from PubChem BioAssay.
SSB-PriA inh – K. pneumoniae PriA-SSBct interaction inhibition. AlphaScreen SSBct-PriA binding, biotinylated peptide. inhibition, % at 33 µM. 430,000 compounds, 0.6% hits; in the data active means inhibition mostly above about 37%, no sharp cut-off; inactive means mostly below about 20%;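 further: plate controls were negative control peptide for no effect and reference peptide for full effect; strong numbers were not always called active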
Active calls of the source: *; & = joins results of further samples. An excerpt; the hit share may differ from the screen's.

smiles | SSB-PriA inh
O=C(CC1Sc2ccc(C(F)(F)F)cc2NC1=O)Nc1ccc(Cl)cc1[N+](=O)[O-] (stereo not drawn) | 1
O=C(Cn1ncn2nc(-c3ccc(Cl)cc3)cc2c1=O)Nc1ccccc1F | -8&4
COc1ccccc1-n1c(CNC(=O)COc2ccccc2)nnc1SCC(=O)Nc1ccc(F)cc1 | -16
O=C1CCCC2=C1C(c1ccccc1Cl)C1=C(CCCC1=O)O2 | -5
CCn1nccc1C(=O)N1CCN(c2nc3ccccc3s2)CC1 | -7
COc1ccc(S(=O)(=O)NCCn2ccnc2-c2ncccn2)c(C)c1 | 81*
CC(=NNC(=O)Cc1ccc(Cl)cc1)c1cccnc1 | -5
CC(=NNS(=O)(=O)c1ccccc1)c1cccc(NC(=O)c2cccc(Cl)c2)c1 | -3
CC(=O)Nc1ccc2nc(NC(=O)c3cc(C)no3)sc2c1 | -10
CN(C)c1ncc(NC(=O)C(C)(C)C)cn1 | -27
COc1ccc(N2CCN(C(=O)c3nnn(-c4ccccc4)c3CSc3nc(C)cc(C)n3)CC2)cc1 | 16
Cc1cccn2cc(-c3cccc(NS(=O)(=O)c4ccc(Br)cc4)c3)nc12 | 5
N#Cc1cnc2ccccc2c1Nc1ccc(Br)cc1 | -16
COC(=O)c1ccc(Cl)cc1NC(=O)C1COc2ccccc2O1 (stereo not drawn) | -5
c1ccc(CSc2nnc(-c3cccnc3)o2)nc1 | -11
CCOc1ccc(S(=O)(=O)NCc2ccsc2)cc1 | -5
CCC/C=N\NC(=O)c1ccccc1Cl | -9
C#CCn1c(=NC(=O)CCC)sc2c(C)cc(C)cc21 | -1
Cc1cc(C(=O)NN=Cc2cccc([N+](=O)[O-])c2)c(C)o1 | -19
CC(C)Oc1ccc(C(=O)Nc2ccc3c(c2)N(C(=O)C(C)(C)C)CC3)cc1 | 11
CC1=NN(c2ccccc2)C(=O)C1C(=O)c1ccc(S(=O)(=O)N(C)C)cc1 (stereo not drawn) | -2
CCOc1ccc(C=NNC(=O)C(C)N(c2ccc(OC)cc2)S(C)(=O)=O)cc1 (stereo not drawn) | -3
CCCCC1CC(C(C)=NNC(N)=O)OC1=O (stereo not drawn) | 1
O=C(C=CNc1ccc([N+](=O)[O-])cc1)c1ccc(Br)cc1 | -6
O=C(c1cc(C2CC2)on1)N(CCc1cccs1)Cc1cccnc1 | -11
Cc1ccc(C(C)C)c(OCCCn2c(CCCO)nc3ccccc32)c1 | 2&4
COc1ccc(C2CCCCN(C(=O)Cn3cccc3)C2)cc1 (stereo not drawn) | 3
COCCN1CCC(CNC(=O)c2cccc(N(C)C)c2)CC1 | 6
Cc1ccc(S(=O)(=O)CNC=O)cc1 | 12
COc1ccc(S(=O)(=O)CC(=O)Nc2nc(C)c(C(C)=O)s2)cc1 | 1
O=C(NCCn1nc(-n2cccn2)ccc1=O)c1cncc(Br)c1 | -9
O=C(NCCCn1ncccc1=O)Nc1ccc(Cl)cc1 | 6
Cc1cc(OC2CN(C(=O)c3ccsc3)C2)cc(=O)o1 | -13
CCCCCOc1ccc(C(O)=C(C#N)c2nc3ccccc3n2C)cc1 | -19
CCOC(=O)COc1ccccc1C1CC(c2ccc(OC)cc2)=NN1C(=O)c1cccs1 (stereo not drawn) | 3
CCOC(=O)N1CCC(NC(=O)CSc2ccc(-c3ccccc3Cl)nn2)CC1 | -1
Cc1ncsc1C(=O)N1CCc2nc3ccc(F)cn3c(=O)c2C1 | -1
O=C(Nc1ncn[nH]1)c1ccc(-n2cncn2)nn1 | -15
O=C(C=NO)NCCCNCc1ccccc1 | -13
CC(=NNC(=O)c1ccccc1O)C1C(=O)c2ccccc2C1=O | 4
CCOc1ccc(C(=O)Nc2c(N)nc(SCc3c(F)cccc3Cl)[nH]c2=O)cc1 | -7
Cc1cc(-c2ccc(NC(=O)c3ccc4ncsc4c3)c(C)c2)ccc1NC(=O)c1ccc2ncsc2c1 | -13&6
COc1cc(OC)c(NC(=O)[C@H]2CCCN(c3cnc4ccccc4n3)C2)cc1Cl | -7
CC1(C)CC(=O)C2=C(C1)N=C(SCC(=O)Nc1ccc(S(=O)(=O)N3CCCCC3)cc1)C(C#N)[C@H]2c1ccco1 (stereo partly drawn) | -4
Cc1cc2nnc(SCC(=O)Nc3ccc(F)c(Cl)c3)n2c2ccccc12 | -17
CC(=CC(=O)c1ccc(Br)cc1)NNC(=O)c1ccccc1 | -3
N#Cc1cccc(C(=O)NC2CCC(Oc3ncc(F)cn3)CC2)c1 (stereo not drawn) | -11
COCc1c(C(=O)NN=C(C)c2ccc(Cl)s2)nnn1-c1nonc1N | -9
CCOC(=O)c1[nH]c(C)c(C=NO)c1C | -7
O=C(Nc1cc(N2CCOCC2)ncn1)C1CC(=O)N(c2cccc(F)c2)C1 (stereo not drawn) | 3
Cc1ccc(NC(=O)Cn2cnc3c(sc4ncccc43)c2=O)c(Cl)c1 | -21
CN(C)C(CNS(=O)(=O)c1ccc([N+](=O)[O-])cc1)c1ccc(F)cc1 (stereo not drawn) | 0
COc1ccc2nc(N(CCn3cccn3)C(=O)CCSc3ccccc3)sc2c1 | -4
CCCCCC(=O)NN=Cc1ccccc1[N+](=O)[O-] | -13
Cn1cnc(S(=O)(=O)N2CCC[C@H](Cc3nc(-c4ccsc4)no3)C2)c1 | -6
O=C(NC(=S)Nc1nn[nH]n1)C1CCCCC1 | 3
O=C(CSc1nnc(-c2ccccc2)c(-c2ccccc2)n1)Nc1ccccc1 | 2
CCOc1ccc(S(=O)(=O)NN=C(C)c2ccc(OC)cc2OC)cc1 | -12
CC1CN(S(=O)(=O)c2ccc(C(=O)Nc3cc(Cl)ccc3Cl)cc2)CC(C)O1 (stereo not drawn) | -15
CN1CCN(C(CC(=O)Nc2ccc(F)cc2F)C(=O)O)CC1 (stereo not drawn) | 6

Next section:
smiles | SSB-PriA inh
Cc1cc(C)n2ncc(C(N)=NOC(=O)Nc3ccc(Cl)cc3)c2n1 | -5
CCOc1ccc(-c2nc3c(c(SCC(=O)N(CC)CC)n2)Cc2cc(C)ccc2O3)cc1 | -11
C=C(C)Cn1c(COc2ccc(C(C)(C)C)cc2)nc2ccccc21 | -8
CC1(C)Cc2cccc(OCC(=O)NCCc3nc(C4CC4)cc(C(F)(F)F)n3)c2O1 | 2
COc1ccccc1CNC(=O)C1(c2ccc(F)cc2)CC1 | -24
N#CC1=C(N)N2CCCSC2=C(C#N)C1c1ccccc1 (stereo not drawn) | -16
Cc1[nH]c2ccccc2c1C=NNC(=O)c1ccco1 | -4
CCn1nccc1C(=O)Nc1ccccc1C#N | -9
O=C(c1ccoc1)N1CCN(c2cc(-n3cncn3)ncn2)CC1 | -7
Cc1cc(O)c(C(c2ccc(Br)cc2)c2c(O)cc(C)[nH]c2=O)c(=O)[nH]1 | 5
CN(C)C(CNC(=O)c1ccsc1)c1ccc2c(c1)CCO2 (stereo not drawn) | -4
Cc1cccc(-c2noc(-c3cc(C(C)C)[nH]n3)n2)c1 | -4
CCCCN1C(SCC(=O)c2ccccc2)=NS(=O)(=O)c2ccccc21 | -7
CCn1ccc(C(=O)N2CCNC(=O)C2(C)C)n1 | -9&-4
COC(=O)c1ccc(CSc2nc3cc(-c4ccccc4)sc3c(=O)n2C)o1 | -36
CN1CCc2cc(C(CNC(=O)C(=O)NCc3ccc(Cl)cc3)N3CCCCC3)ccc21 (stereo not drawn) | -9
O=C(c1cc2cc([N+](=O)[O-])ccc2oc1=O)N1CCc2ccccc2C1 | -4
O=C(c1ccc(F)c(F)c1)N1CCN(c2ccc3nnc(-c4ccco4)n3n2)CC1 | -1
CCn1c2ccccc2c2cc(NS(=O)(=O)c3c(C(=O)OC)sc4ccccc34)ccc21 | -4
COC(=O)CSc1ccc2nnc(-c3ccncc3)n2n1 | -5
COc1ccccc1OCC(=O)Nc1ccc2oc(=O)ccc2c1 | 2
CC(C)(C)c1ccc(-c2n[nH]c(=S)n2N=Cc2ccncc2)cc1 | -8
O=C(NCCCS(=O)(=O)N1CCN(c2ccccn2)CC1)c1ccc(S(=O)(=O)N2CCOCC2)cc1 | 2
Cc1cccc(C(N)=NOC(=O)C23CC4CC(CC(C4)C2)C3)c1 | -48
O=C(NCCn1nc(-c2cccs2)ccc1=O)c1cc2ccccc2oc1=O | -7
CC1CCN(c2nc(Nc3ccc(F)cc3)c3n[nH]nc3n2)CC1 | -11
COC(=O)Cn1c(-c2ccccc2)c[nH]c1=S | 9
O=S(=O)(c1ccc2c(c1)CCCC2)N1CCC(Oc2cccnc2)CC1 | 4
O=c1[nH]ncc(NN=Cc2cccnc2)c1Cl | -13
Fc1ccccc1C=NNC(=S)Nc1ccc(Cl)cc1Cl | -11
COc1cc(OC)c(Nc2nc(Cc3ccccc3)nc3sc(C)c(C)c23)cc1Cl | -6
CCOc1cc(C=NNC(=O)c2nn(C)cc2Br)ccc1OCc1ccccc1 | 1
Cc1cc(=O)[nH]c(-n2nc(C)c(CCC(=O)Nc3ccon3)c2C)n1 | -4
O=C(NCCn1ccnc1-c1ncccn1)Nc1c(F)cccc1F | 86*
C=CCOc1cccc(C2C(=C(O)c3ccc(F)cc3)C(=O)C(=O)N2CCN(C)C)c1 (stereo not drawn) | -9
COc1ccc(Br)c(C(=O)Nc2cc(-n3cncn3)ncn2)c1 | -1
O=C(c1cccs1)N1CCc2ccc(NS(=O)(=O)Cc3ccc(F)cc3)cc2C1 | -10
C/C(C=NNC(=O)Cc1cccs1)=C\c1ccccc1 | -2
Clc1ccc(CSc2nc3ccccc3[nH]2)c(Cl)c1 | -29
CCOc1ccccc1CCC(=O)NCc1cncc(-c2cccs2)c1 | -7

(cont.)
| molecule | SSB-PriA inh |
| --- | --- |
| CN1CCN(N=Cc2cccc(Cl)c2Cl)CC1 | 11 |
| COC(=O)c1c(NC(=O)CCS(=O)(=O)c2ccc(Cl)cc2)sc2c1CCC(C)C2 (stereo not drawn) | 1 |
| COc1ccc(C=NNC(=S)Nc2ccccc2[N+](=O)[O-])cc1O | 26 |
| Cc1ccc(C)c2sc(N(C)CC(=O)N3CCN(c4ccccc4O)CC3)nc12 | 12 |
| COc1ccc(S(=O)(=O)N2CCC(c3nnc(C4CC4)s3)CC2)cc1 | 6 |
| O=C1/C(=C\c2ccc(OC(F)F)cc2)SC(=S)N1Cc1ccco1 | 12 |
| Brc1c(CSc2nnnn2-c2ccccc2)nc2ccccn12 | -9 |
| COc1cc(C=NNC(=S)NN=Cc2cc(OC)c(OC)c(OC)c2)cc(OC)c1OC | -5 |
| CC(C)(C)OC(=O)N1CCC(Oc2cccnn2)CC1 | 3 |
| CC(=NNC(=O)CSc1nnc(C)s1)c1ccc(O)cc1 | -5 |
| C=CCn1c(SCC(=O)Nc2ccc(OCC)cc2)nc2scc(-c3ccco3)c2c1=O | -9 |
| Cc1nn(C)c2nc(C(C)(C)C)cc(C(=O)O)c12 | -11 |
| CN1CCc2cc(C(CNC(=O)c3ccc([N+](=O)[O-])cc3Cl)N3CCCCC3)ccc21 (stereo not drawn) | -11 |
| CCN1c2ccccc2-c2nc(SCC(=O)NCc3ccc4c(c3)OCO4)ncc2S1(=O)=O | -7 |
| COc1ccc(N2C(=O)N(CC(=O)NC3CCCC3)c3ccccc3S2(=O)=O)cc1OC | -3 |
| CCOC(=O)N1CCCSCC1CN1CCCC1 (stereo not drawn) | -3 |
| CCn1nccc1C(=O)NCc1ccccc1 | -12 |
| COc1ccc(S(=O)(=O)CCC(=O)N2CC(=O)Nc3ccccc32)cc1 | -4 |
| CCC(=O)Nc1sc2c(c1C(=O)NC)CCCC2 | -10 |
| Cc1nnsc1C(=O)NCc1cncc(-c2ccsc2)c1 | 2 |
| O=C1CC2(CCN(C(=O)c3cccs3)CC2)Oc2ccccc21 | -10 |
| O=C(CCn1ccc(=O)[nH]c1=O)NCCn1nc(-c2ccc(F)cc2)ccc1=O | 17 |
| O=C(Cc1cccs1)Nc1ccc2c(c1)N(C(=O)C1CC1)CC2 | 1 |
| Cc1ccc(C(O)CNC(=O)Cc2ccc(F)cc2)o1 (stereo not drawn) | -8 |
| O=C(Nc1ccnc2ccc(Cl)cc12)c1ccc(S(=O)(=O)N2CCCC2)cc1 | -4 |
| CN1CCN(C(=O)c2cc(-c3cccs3)n(CC(=O)NCCCn3ccnc3)n2)CC1 | -12 |
| COC(=O)c1ccccc1NC(=O)Cn1cnc2c(-c3ccc(C)cc3)csc2c1=O | -3 |
| Cn1nc(C2CC2)cc1N1CCN(C(=O)c2cc(C3CC3)on2)CC1 | -15 |
| CC(=O)N1CCN(CC(=O)Nc2cc(Cl)ccc2C)CC1 | -4 |
| Cn1cc([C@@H](O)CNC(=O)NC2CCCCC2)c2ccccc21 | 3 |
| O=C(Nc1nc2c(s1)CCc1ccccc1-2)C(c1ccccc1)c1ccccc1 | -46 |
| CC(=O)c1cccc(NS(=O)(=O)c2ccc(Cl)c(C(F)(F)F)c2)c1 | -6 |
| O=C1NCCN1C(=O)NCC(O)c1ccc2c(c1)CCO2 (stereo not drawn) | -16 |
| CC1(C)COc2ccc(NC(=O)CN3C(=O)c4ccccc4C3=O)cc2NC1=O | 20 |
| Cc1nnc(C2CCCN(C(=O)c3ccc4c(c3)OCO4)C2)s1 (stereo not drawn) | -10&2 |
